# Assay outcomes as filed in PubChem BioAssay.
# CCR6 antag: blocks CCL20-driven beta-arrestin recruitment at human CCR6 | AID 493098 | CHO-K1 CCR6 PathHunter beta-arrestin, luminescence, CCL20-stimulated | inhibition, % at 20 µM | hit rate 0.49% among 340,000;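 active = compounds whose inhibition of the agonist-driven luminescence signal at 20 µM reaches about 50%, limit read from the data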;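 also: cells stimulated with CCL20 at 14 nM final; plate controls were DMSO with CCL20 for no effect and DMSO without agonist for full effect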
# Target sequence (P51684 whole entry, looked up): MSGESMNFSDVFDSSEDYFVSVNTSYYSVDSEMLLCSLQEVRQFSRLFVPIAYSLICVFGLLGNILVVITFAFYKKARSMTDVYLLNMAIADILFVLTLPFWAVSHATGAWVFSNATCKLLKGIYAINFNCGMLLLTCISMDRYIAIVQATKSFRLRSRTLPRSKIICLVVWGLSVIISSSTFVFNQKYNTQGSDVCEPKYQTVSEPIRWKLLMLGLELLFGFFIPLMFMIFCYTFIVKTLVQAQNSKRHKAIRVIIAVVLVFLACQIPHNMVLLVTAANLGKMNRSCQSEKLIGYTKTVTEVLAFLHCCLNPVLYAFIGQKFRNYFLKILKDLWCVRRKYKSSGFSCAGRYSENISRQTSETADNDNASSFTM
# CXCR6 block: CXCR6 (human) receptor inhibition | AID 602244 | CHO-K1 PathHunter CXCR6 beta-arrestin, luminescence | inhibition, % at 20 µM | O00574 | hit rate 0.36% among 360,000; in the data active = inhibition above about 34%, passing the limit was not always enough;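 also: antagonist mode with CXCL16 agonist at 10 nM final; 0% = 10 nM CXCL16 with DMSO and 100% = unstimulated wells without agonist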
# Target sequence (O00574 whole entry, looked up): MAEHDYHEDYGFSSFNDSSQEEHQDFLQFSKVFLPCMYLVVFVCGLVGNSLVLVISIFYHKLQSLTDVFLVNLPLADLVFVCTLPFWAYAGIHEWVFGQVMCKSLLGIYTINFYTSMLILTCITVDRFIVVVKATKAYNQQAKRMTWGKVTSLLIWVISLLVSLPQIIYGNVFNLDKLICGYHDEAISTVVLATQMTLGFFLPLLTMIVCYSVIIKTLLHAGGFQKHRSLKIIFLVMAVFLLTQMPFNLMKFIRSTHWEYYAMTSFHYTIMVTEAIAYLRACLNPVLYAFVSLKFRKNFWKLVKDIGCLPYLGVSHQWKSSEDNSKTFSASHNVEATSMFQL
# UPR XBP1 act: activators of adaptive arm of unfolded protein response (XBP1); CHO-XBP1 luciferase reporter, IRE1-XBP1 UPR activation, luminescence; percent of tunicamycin response, DMSO as zero; activation, % at 20 µM; hit rate 0.33% among 330,000; AID 463104;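 active = versus positive control, 20 µM dose yields 30% or more activation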;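 also: 100% = tunicamycin at 10 µg/mL and 0% = DMSO only wells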
#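 Signal: luciferase luminescence; Assay system: CHO-XBP1 luciferase reporter cells; Amount: one thousand reporter cells per well; Dosing: 20 µM single concentration, DMSO 1%; Benchmarks: high control tunicamycin 10 µg/mL final, low control DMSO vehicle only; Schedule: 6 h compound exposure at 37 °C, 5% CO2; Evaluation: percent activation relative to tunicamycin reference.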
# APJ agonist: APJ receptor agonism; AID 2520; CHO-K1 APJ PathHunter beta-arrestin, luminescence; 0% DMSO wells, 100% apelin; P35414; hit rate 0.11% among 330,000; activation, % at 20 µM;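 active = activation more than six SD over the plate average, tested at 20 µM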;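 also: 0% = DMSO alone and 100% = apelin-13 at 10 nM; some results filed as inactive read as strong as hits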
#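 Material: engineered CHO-K1 APJ arrestin reporter cells; amount: 1000 CHO-K1 reporter cells seeded per well; incubation: compound stimulation 90 min at 25 °C, detection 60 min; signal: luminescent beta-gal fragment complementation, chemiluminescent substrate; read-out basis: APJ agonist activity; controls: DMSO-only wells as negative, 10 nM Apelin-13 as positive control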
# UPR CHOP act: apoptotic UPR (CHOP) activation. CHO-CHOP luciferase reporter, luminescence; percent of tunicamycin response over DMSO baseline. activation, % at 10 µM. hit rate 0.34% among 330,000. AID 449763;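 active = at 10 µM dose, activation of 40% or more, normalized to positive control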;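 also: 100% = tunicamycin at 10 µg/mL and 0% = DMSO alone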
#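 Test system: CHO CHOP reporter cells. Input: 500 CHO-CHOP cells per well. Medium: F12 with 10% FBS. Technique: luciferase luminescence. Measure: percent activation relative to tunicamycin control. Dosing: 10 µM compound, 0.5% DMSO. Timing: 16-18 h cell attachment, then 6 h compound exposure, 37 °C.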
# Mdm2 MdmX PPI: disrupts the human Mdm2-MdmX interaction; O15151+Q00987; SaOS-2 split-luciferase Mdm2/MdmX complementation, luminescence; inhibition, % at 8 µM; hit rate 3% among 330,000; AID 485346;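 active = inhibition of at least 50% at 8 µM in the primary screen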
# APJ antagonist: blocks the human apelin receptor APJ. P35414. inhibition, % at 20 µM. hit rate 0.32% among 330,000. CHO-K1 APJ beta-arrestin complementation, luminescence;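 active = inhibition above about 40% at 20 µM, limit read from the data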;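 also: cells challenged with 10 nM apelin-13 agonist together with compound; plate controls were apelin-13 plus DMSO wells for no effect and DMSO wells lacking apelin-13 for full effect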
# tim23-1 inh: tim23-1 yeast growth inhibition. S. cerevisiae tim23-1 growth, BacTiter-Glo luminescence, 24 h. inhibition, % at 20 µM. hit rate 1.3% among 330,000. AID 463212;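 active = growth inhibition of the mutant yeast at or above 50%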;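 also: temperature-sensitive mutant grown at 25 °C; plate controls were DMSO-treated mutant yeast for no effect and medium wells lacking yeast for full effect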
# EBI2 block: EBI2 (human) antagonism; P32249; EBI2 beta-arrestin recruitment, luminescence, 7a,25-OHC stimulated; inhibition, % at 5 µM; hit rate 0.81% among 360,000; AID 651636; in the data active = inhibition above about 38%;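 also: enzyme fragment complementation signal reports receptor beta-arrestin coupling in cells; 0% = agonist plus DMSO wells and 100% = wells without agonist; some results beyond the cut were filed as inactive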
# Target sequence (P32249 whole entry, looked up, the tested form may be a part): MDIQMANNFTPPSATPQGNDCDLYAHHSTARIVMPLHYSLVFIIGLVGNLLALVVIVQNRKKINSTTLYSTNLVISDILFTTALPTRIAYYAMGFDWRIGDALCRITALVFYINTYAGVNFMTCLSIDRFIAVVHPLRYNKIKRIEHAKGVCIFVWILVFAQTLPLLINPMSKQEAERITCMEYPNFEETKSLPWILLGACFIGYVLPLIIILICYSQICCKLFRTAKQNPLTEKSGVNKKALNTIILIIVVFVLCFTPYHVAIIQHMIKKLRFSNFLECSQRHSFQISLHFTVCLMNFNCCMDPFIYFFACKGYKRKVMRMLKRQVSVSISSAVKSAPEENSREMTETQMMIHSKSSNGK
# The depositor's hits bear a star.
SMILES,CCR6 antag,CXCR6 block,UPR XBP1 act,APJ agonist,UPR CHOP act,Mdm2 MdmX PPI,APJ antagonist,tim23-1 inh,EBI2 block
COc1ccc(NC(=S)N2CCN(CCN3C(=O)c4cccc5cccc(c45)C3=O)CC2)cc1,4,8,1,-2,-0.1,-25,-16,4,10
O=C(CSc1nc2[nH]c(=O)cc(O)c2s1)Nc1ccc(Br)cc1,9,4,1,-5,0.3,-10,9,7,0
CCOC(=O)c1[nH]cnc1C(=O)Nc1ccccc1,17,5,1,-3,-2.2,10,5,8,-1
CN(C)S(=O)(=O)c1cccc(NC(=O)c2cc(-c3cccs3)nc3ccccc23)c1,10,-27,-3,3,8.1,32,5,25,-19
CC(C)c1cc(C(=O)N2CCCC(N3CCN(c4ccccc4F)CC3)C2)nc(N)n1 (stereo not given),1,-8,-2,-3,-0.1,3,2,13,-1
CN1C(=S)SC(N(O)C(=O)NC2CCCCC2)C1(C)C (stereo not given),4,-4,-1,-1,-0.3,10,-15,7,-25
COc1ccc(-c2nnc3ccc(SCC(=O)Nc4nc5ccccc5s4)nn23)cc1OC,11,4,3,3,0.7,28,4,-10,-28
O=[N+]([O-])c1ccccc1S(=O)(=O)NCCSc1ccccc1,-1,11,-2,5,-1.9,7,-3,30,3
Cc1[nH]c2ccccc2c1C(=O)C(=O)N1CCN(C)CC1,3,-10,-1,-5,-0.4,21,-9,4,-1
C=CCSC1=C(C#N)C(c2ccccc2Cl)CC(=O)N1 (stereo not given),1,-2,-4,-4,-0.6,11,22,16,0
O=C(Cn1cc([N+](=O)[O-])cn1)NCc1ccco1,2,-3,-1,-1,0.1,-10,-9,1,0
CCOC(=O)N1CCC(=NNc2ccc(S(N)(=O)=O)cc2[N+](=O)[O-])CC1,0,-2,-3,-1,-0.6,12,-9,9,-3
COC(=O)C1(CO)NC(c2ccc(C)cc2)C2C(=O)N(c3ccccc3)C(=O)C21 (stereo not given),9,-11,-5,4,-1.2,5,5,-12,-7
Cc1cc(NC(=O)CSc2nnc(Nc3ccccc3)s2)no1,9,4,4,-4,-2.8,1,-9,6,-1
CCc1cc2c(=O)c(-c3nc4ccccc4n3C)c(COCC(=O)O)oc2cc1OC(=O)C(C)(C)C,8,-8,0,-1,-2.6,3,-8,18,9
COc1cccc(C(=O)c2c[nH]c(C(=O)NCCCN(C)C)c2)c1,8,9,-2,-3,-0.2,8,0,1,-4
Cc1c(C)c2c(OCC(=O)N3CCC[C@H]3C(=O)O)cc3c(c2oc1=O)CCC(C)(C)O3,12,4,-3,-3,-0.6,2,-1,-18,-7
CC(=O)N1CCC(N(CCN2CCOCC2)C(=S)Nc2cc(C)ccc2C)CC1,8,2,2,-2,-1.1,-5,-1,8,-9
COc1cc(C2NC(=O)NC(c3ccccc3)=C2C(C)=O)cc(Cl)c1OCC(=O)O (stereo not given),4,-4,-2,-1,-0.4,-6,7,3,-9
CCn1c(=N)n(CC(O)c2ccco2)c2ccccc21 (stereo not given),10,-4,-2,-2,-2.2,19,13,-6,-2
CCn1ncc(/C=N\NC(=O)Cc2ccc([N+](=O)[O-])cc2)c1C,-7,-2,-1,1,3.7,23,-7,11,-5
CSc1nc(C)cc(SCC(=O)Nc2ccc(Cl)cc2Cl)n1,10,4,-2,-2,2.5,19,-4,-1,8
CC(C)COc1ccc(Cc2cnc(N)nc2N)cc1,0,2,-4,-3,-2.0,20,5,12,5
Cn1c(CC(=O)Nc2ccccc2F)nnc1SCC(=O)Nc1nncs1,-2,-14,0,-1,0.6,21,12,-12,1
COc1ccc(-c2cn[nH]c2C)cc1OC,10,1,-4,3,0.9,14,-6,10,1
Cc1cc(NC(=O)C(C)Sc2nc(-c3cccs3)nc3ccccc23)no1 (stereo not given),12,0,-1,-7,0.8,84*,13,26,12
O=c1ccc(-c2ccc(S(=O)(=O)Nc3ccccc3Cl)o2)n[nH]1,-13,-4,-10,3,-0.7,-2,-7,21,0
O=C(CSc1ncc(-c2ccccc2)[nH]1)Nc1cccc(O)c1,-8,-6,3,0,0.6,-5,11,-3,8
Cc1ccc2ncnc(NCCCN3CCOCC3)c2c1,-2,3,-5,7,-1.8,25,-1,-77,-4
O=C(NCc1ccncc1)C1CCN(S(=O)(=O)Cc2ccccc2)CC1,3,-2,-5,2,-0.7,11,10,11,7
CCCc1nn(C)c2c(=O)[nH]c(-c3cc(S(=O)(=O)N(CCO)CCO)ccc3OCC)nc12,11,-6,-1,-2,-1.2,2,-3,14,-4
Cc1ccc(S(=O)(=O)NC(=NCC(=O)O)c2ccccc2)cc1,-17,3,0,0,-0.1,11,12,1,0
O=C(NCc1cccs1)C1CCCN(S(=O)(=O)c2ccc(Br)s2)C1 (stereo not given),-3,-16,-6,0,-2.5,3,8,17,0
CCOC(=O)COc1c(Cl)cc(C2NC(=S)NC(c3ccccc3)=C2C(C)=O)cc1OCC (stereo not given),10,7,-3,-2,0.3,-6,-8,-25,-2
CC1=NC(C#N)=C(C#N)NC(C)(C)C1,-12,-14,-3,0,1.1,-26,-3,0,1
COc1ccc(/C=C/C(=O)O)cc1S(=O)(=O)N1CCCCC1,5,5,-4,-4,-1.9,-3,3,9,-11
CC(C)N1C(=O)CCC1C(=O)NCCc1ccc(Cl)cc1 (stereo not given),-17,2,3,-2,-0.6,4,13,-1,-2
CCCCCCOC(=O)C1=C(C)NC(=O)NC1c1ccc2c(c1)OCO2 (stereo not given),5,1,-4,0,-0.7,24,9,8,3
O=c1c(O)c(-c2cccs2)oc2ccccc12,14,2,2,-2,-0.3,48,-11,15,1
O=C(NCCNS(=O)(=O)c1ccc(C(F)(F)F)cc1)N1CCOCC1,5,-1,3,1,-1.3,7,5,1,3
CCOC(=O)c1sc2nc(COC(=O)c3c(F)cccc3F)[nH]c(=O)c2c1C,11,7,0,-5,1.3,21,9,11,-2
COc1ccc(/C(N)=N/OC(=O)c2c(-c3ccccc3Cl)noc2C)cc1OC,-9,-16,4,33,2.6,100*,-134,4,1
CCOC(=O)c1c(CN2CCN(C)CC2)oc2ccc(O)cc12,-3,-6,0,-4,-2.7,-26,14,-19,-1
CCc1cccc(NC(=O)Cn2cc(C=O)c3ccccc32)c1,10,-5,1,-2,-3.1,26,-14,10,2
CCCC/C(O)=C/c1nc2ccccc2[nH]c1=O,12,-11,0,-3,3.1,9,20,2,-1

# Results in APJ agonist and CCR6 antag, for some of the entries so far:
Molecule	APJ agonist	CCR6 antag
CN(C)S(=O)(=O)c1cccc(NC(=O)c2cc(-c3cccs3)nc3ccccc23)c1	3	10
CC(C)c1cc(C(=O)N2CCCC(N3CCN(c4ccccc4F)CC3)C2)nc(N)n1 (stereo not given)	-3	1
CN1C(=S)SC(N(O)C(=O)NC2CCCCC2)C1(C)C (stereo not given)	-1	4

# Additional records:
SMILES,CCR6 antag,CXCR6 block,UPR XBP1 act,APJ agonist,UPR CHOP act,Mdm2 MdmX PPI,APJ antagonist,tim23-1 inh,EBI2 block
C=CCOC(=O)C1=C(C)OC(N)=C(C#N)C1c1c(C)nn(-c2ccccc2)c1Cl (stereo not given),1,7,1,-1,0.7,30,10,41,11
Cc1ccc(C(=O)N2CCN(Cc3ccc4c(c3)OCO4)CC2)c(Cl)c1,-3,0,-2,1,0.8,2,10,23,-6
CC(C)c1cc(C(=O)NC2CCCc3c2cnn3-c2ccccc2F)no1 (stereo not given),11,-6,-4,7,1.1,90*,12,32,-6
O=C(Nc1ccn(Cc2c(F)c(F)cc(F)c2F)n1)c1ccc(COc2ccccc2Cl)cc1,12,-4,0,-2,2.0,25,-4,17,17
COc1ccc(OC)c(S(=O)(=O)NCC(c2cccs2)N2CCc3ccccc3C2)c1 (stereo not given),11,1,-2,2,0.7,0,-54,24,-7
Cn1cc(S(=O)(=O)NCCc2ccccc2)c(=O)n(C)c1=O,5,3,0,-1,-0.4,-15,-18,25,4
CCC(C)Sc1ccc([C@@H]2[C@H]3C(=O)N(CC)C(=O)[C@H]3[C@]3(C(=O)OC)CCCCN23)cc1 (stereo not given in full),14,9,1,4,1.0,28,15,29,19
CCOC(=O)c1c(C)n(C)c2ccc(OC)c(NC(=O)CCN3CCSCC3)c12,-4,-4,-3,-3,-1.9,3,12,10,-13
COc1ccc(CNC(=O)c2ccccc2[N+](=O)[O-])cc1,-7,10,-2,-6,-2.9,15,6,10,5
O=C(/C=C/c1ccc(Cl)c([N+](=O)[O-])c1)Nc1ccc(N2CCCC2)cc1,19,-24,-4,1,-1.6,3,-16,8,6
COc1ccc(C(=O)Nc2ccccc2C(=O)NC(C)C)cc1OC,8,-1,4,-2,-1.3,-10,12,10,-6
COc1ccc(NC(=O)C2CCCN(S(=O)(=O)c3cccc4cccnc34)C2)cc1OC (stereo not given),0,-13,-2,1,0.6,6,3,2,-1
CCCCN(C)CCNC(=O)c1cc2c(-c3ccccc3F)nn(C)c2s1,9,-4,0,-5,-2.1,30,-17,-1,1
CC(NC(=O)c1cc2ccccc2o1)c1ccccc1 (stereo not given),11,-10,-2,-3,0.7,6,-14,19,9
CCOc1ccccc1N(C)C(=O)c1cc2c(=O)n(CC)c3ccccc3c2s1,16,11,4,-4,-1.7,17,1,39,13
Cc1cc(C)c(NC(=O)CSc2nc3ccc(NC(=O)CSc4nnnn4Cc4ccccc4)cc3s2)c(C)c1,13,-3,0,1,0.2,36,5,7,8
O=C(Nc1cc(=O)[nH]c(=O)[nH]1)c1cccc(Br)c1,3,-8,4,-3,-0.7,47,0,11,-9
Cc1ccc(-n2nnnc2SCc2nc3sc(C)c(C)c3c(=O)[nH]2)cc1,-3,0,0,0,3.7,9,6,10,-7
CC(=O)NN1C(=O)/C(=C\c2ccc(O)cc2)SC1=S,50,32,8,-8,3.7,-7,35,11,-1
Cc1ccccc1N(CC(=O)NCCSC1CCCCC1)S(=O)(=O)c1ccccc1,5,-1,0,0,-1.3,-8,1,17,5
Cc1cccc(C(=O)Nc2ccc3c(c2)C(=O)N(CC(C)C)C3=O)c1,-14,6,1,-2,4.4,10,-6,6,22
COC(=O)NNC(=O)/C=C/c1ccccc1,6,-1,-2,0,-0.8,-22,13,8,-8
CN1CCc2nc(NC(=O)c3cccc(S(=O)(=O)N4CCc5ccccc54)c3)sc2C1,24,2,-3,-1,-0.4,10,25,-2,-8
COc1ccc(CC(=O)N(C)CC(=O)Nc2cccc(F)c2)cc1S(=O)(=O)N1CCOCC1,5,11,-2,-2,2.4,16,-5,-28,-4
O=C1/C(=C\c2ccc(O)cc2)SC(=S)N1Cc1ccccc1,51*,17,-3,-8,1.4,36,20,55*,17

# Not all compounds are listed (hit frequency here may not be typical).
